SW480 rerep = inducers of DNA re-replication in SW480 colon cancer cells. SW480 DNA re-replication, Hoechst DNA content imaging, 48 h. Potency, µM (series often up to 46.1 µM), inactives show at the highest dose re-replication activation, hits mostly activators. 340,000 compounds, 1.8% hits; note: potency is the fitted concentration of half-maximal effect; % of control where 0% means no effect; nearly all actives have a fitted effect of over 55% in size
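Quantitative HTS format with DMSO vehicle controls; 48 hr drug incubation at 37 C, then 40 min Hoechst staining and scanning imager measurement at 405 nm excitation.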
HEK293 tox = cytotoxicity counter-screen for GLP-1 receptor inverse agonists. HEK293 cAMP-luciferase reporter cells, luminescence, 24 h. Potency, µM (doses to about 38.3 µM), inactives show at the highest dose activity change, negative = inhibition, hits mostly inhibitors. 410,000 compounds, 0.13% hits;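 note: loss of luciferase light is scored as toxicity; potency is the fitted concentration of half-maximal effect; % is set by controls: 0 for no effect and ±100 for the full control effect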
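MLSMR compounds, 24 hr on cells at 37 deg C/5% CO2; luminescence after luciferase reagent (12 min RT). Inhibition counted as the undesired cytotoxic outcome.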
KB-3-1 cytotox = kills parental KB-3-1 adenocarcinoma cells; KB-3-1 viability, CellTiter-Glo ATP luminescence, 72 h; Potency, µM (highest dose often 46.1 µM), for the others: at the highest dose activity change, negative = cytotoxic, actives largely listed as cytotoxic; 400,000 compounds, 1.4% hits; note: potency is the fitted concentration of half-maximal effect; % is set by controls: 0 for no effect and ±100 for the full control effect; nearly all actives have a fitted effect of over 60% in size
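Luminescent ATP read-out (CellTiter-Glo) measures survival of drug-naive KB-3-1 cells after 72 h compound exposure at 37 °C. Titration series was screened from lowest to highest concentration, with DMSO vehicle plates as background controls.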
KB-V1 MDR tox = kills drug-selected multidrug resistant KB-V1 cells | KB-V1 MDR cells viability, CellTiter-Glo, 72 h | Potency, µM (titrated, usually from 46.1 µM), without a hit: at the top dose activity change, negative = cytotoxicity, most hits filed as cytotoxic | 400,000 compounds, 3.4% hits; note: potency is the fitted concentration of half-maximal effect; % is set by controls: 0 for no effect and ±100 for the full control effect; nearly all actives have a fitted effect of over 60% in size
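Cytotoxicity via CellTiter-Glo luminescence after 72 h compound exposure at 37 degrees C. Cells: drug-selected KB-V1 line, DMEM phenol-red free plus 10% FBS. Compounds tested at multiple concentrations; normalized data fitted to concentration-effect curves.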
HT1080NT lethal = kills 2HG-producing HT-1080-NT fibrosarcoma cells | HT-1080-NT fibrosarcoma viability, CellTiter-Glo ATP luminescence, 48 h | Potency, µM (top dose mostly 46.1 µM), inactives show top-dose activity, negative = less viability, actives largely listed as cytotoxic | 360,000 compounds, 1.6% hits;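 note: NT is the 2HG producing partner of a matched IDH1 knockdown line; potency is the fitted concentration of half-maximal effect; 0% = DMSO-treated cells and -100% = media-only wells without cells; nearly all actives have a fitted effect of over 55% in size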
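750 cells/well, RPMI + 5% FBS; 2 h settle, compound pin-transfer, 48 h at 37 degrees C. CellTiter-Glo 10 min RT, luminescence. Normalized to DMSO and media-only wells.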
MCF10A rerep = DNA re-replication induction in MCF 10a cells; Potency, µM (top dose mostly 46.1 µM), for inactives: top-dose activity, positive = re-replication, hits mostly activators; MCF 10A DNA re-replication, Hoechst nuclear intensity, 48 h; 350,000 compounds, 2.9% hits; note: potency is the fitted concentration of half-maximal effect; % of control where 0% means no effect; nearly all actives have a fitted effect of over 50% in size
IL1B secr inh = blocks inflammasome-driven IL-1 beta release; activity change, % at 57.5 µM; AID 743279; THP-1 LPS/ATP IL-1B secretion, AlphaLISA, 16 h; stronger effect = lower value; 360,000 compounds, 4.7% hits; in the data active = activity change below about -50%; inconclusive = mostly about -30% to -49%; note: % is set by controls: 0 for no effect and ±100 for the full control effect
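THP-1 cells pretreated 1 hr with compounds (up to 57.5 uM final), then stimulated with LPS (250 ng/mL final) plus ATP (1.25 mM final); secreted IL-1B measured by AlphaLISA after 16 hr, decreased signal indicating inhibition.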
HT1080 IDH1KD tx = HT-1080 IDH1 knockdown cell toxicity (counter line) | AID 686971 | 360,000 compounds, 2% hits | Potency, µM (top dose mostly 46.1 µM), without a hit: at the highest dose activity, negative = toxicity, most hits filed as cytotoxic | HT-1080 IDH1 knockdown viability, ATP luminescence, 48 h;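 note: potency is the fitted concentration of half-maximal effect; 0% = DMSO wells and -100% = cell-free medium wells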
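% activity derives from luminescence (CellTiter-Glo), normalised to DMSO and no-cell wells. HT-1080-IDH1KD cells, 750/well, had 48 h compound exposure at 37 °C.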
D3 ag = agonists of human D3 dopamine receptor; 410,000 compounds, 0.58% hits; max activation, %; D3R DiscoveRx beta-arrestin cells, luminescence, 90 min; AID 652048; P35462; in the data active = max activation above about 30%; note: 0% is about no effect; mostly tested at two doses, the higher about 12 µM
Target sequence (P35462 whole entry, looked up): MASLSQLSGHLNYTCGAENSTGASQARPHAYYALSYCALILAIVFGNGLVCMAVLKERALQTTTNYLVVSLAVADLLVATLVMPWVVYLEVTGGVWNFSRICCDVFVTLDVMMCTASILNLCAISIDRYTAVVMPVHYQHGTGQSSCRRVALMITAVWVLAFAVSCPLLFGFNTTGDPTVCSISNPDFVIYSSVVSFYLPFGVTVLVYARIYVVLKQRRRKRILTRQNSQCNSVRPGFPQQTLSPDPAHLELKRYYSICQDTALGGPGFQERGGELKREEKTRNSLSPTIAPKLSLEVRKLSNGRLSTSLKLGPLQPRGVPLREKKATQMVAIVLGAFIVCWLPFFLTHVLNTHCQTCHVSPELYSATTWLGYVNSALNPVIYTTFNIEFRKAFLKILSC
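Cells at 1500/well, incubated overnight, then treated with pinned compounds (dopamine as control) for 90 min at 37 degrees C. DiscoveRx reagent added for 30 - 60 minutes at room temperature; luminescence read.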
* = called active by the depositor; ? = inconclusive; . = no result given; [ ] = another dose, or the depositor's remark. Unless noted, calls come from the whole dose curve; as a rule, active = well fitted curve in the direction sought with a large enough effect; inconclusive = small, poorly fitted or top-dose-only effect, or another doubt; inactive = no such curve, though single readings can be large; an effect the other way counts as inactive or inconclusive.

SMILES | SW480 rerep | HEK293 tox | KB-3-1 cytotox | KB-V1 MDR tox | HT1080NT lethal | MCF10A rerep | IL1B secr inh | HT1080 IDH1KD tx | D3 ag
CC1CCCC(C)N1S(=O)(=O)c1ccc(NC(=O)CCN2C(=O)C3CC=CCC3C2=O)cc1 (stereo not given) | -0.8% | 17.9% | 18.2% | 2.8% | -1.5% | 19.9% | -4.3 | 0.5% | 0.0
Cc1ccc(C(=O)COC(=O)C2CC3CCCC(C2)C3=O)cc1[N+](=O)[O-] (stereo not given) | 8.7% | -6.0% | 15.0% | 17.2% | 11.7% | -4.2% | 14.8 | 9.9% | -6.1
COc1ccc(-c2noc(CCc3ccccc3)n2)cc1 | -3.2% | -4.7%[7.66 µM] | ? | ? | 13.6% | 0.0% | -16.7 | 14.5% | -1.8
COCCOC(=O)c1sc2nc[nH]c(=O)c2c1C | -12.4% | 3.0% | -2.2% | -8.9% | ? | 28.4% | 0.7 | 5.4% | 8.6
COC(=O)c1ccccc1NC(=O)CCS(=O)(=O)c1cc2c(cc1C)NC(=O)CO2 | -12.4% | 1.4% | 5.5% | -12.6% | 0.0% | 7.5% | 5.9 | 0.5% | 0.7
Cc1c(CCC(=O)NCCCN2CCCC2=O)c(=O)oc2cc(O)ccc12 | -38.2%[inhibitor] | 135.9%[activator] | 0.0% | ? | -1.1% | -2.6% | 8.2 | 6.6% | 5.4
COc1cc(NS(=O)(=O)c2ccc(NC(=O)/C=C/c3cccc([N+](=O)[O-])c3)cc2)ncn1 | 3.2% | 3.5% | 1.9% | 1.2% | -5.8% | -10.3% | -3.3 | -3.3% | -5.5
Cc1ccc(C2=NN(C(=O)CSc3nnnn3C)C(c3ccco3)C2)cc1 (stereo not given) | -0.3% | 0.0% | -3.8% | 0.0% | 0.8% | 29.4% | ? | -0.2% | -4.8
CCOC(=O)N1CCC(NC(=O)CCc2nc(-c3ccc(C)cc3)no2)CC1 | -2.5% | 1.5% | -3.2% | -12.7% | 0.6% | 0.6% | 17.0 | -0.1% | 0.7
COc1cc(/C=C(\C#N)c2nc3ccccc3s2)cc([N+](=O)[O-])c1O | 0.9% | ? | -5.0% | ? | -17.1% | 10.6% | 91.9 | -12.4% | -6.7
CCOCCCNC(=O)C(NC(=O)c1cnccn1)c1ccc(OC)cc1 (stereo not given) | 20.4% | 22.8% | 19.3% | 3.2% | 7.6% | 5.1% | 0.0 | 0.9% | 2.3
COc1cccc(-c2nc(N3CCN(c4ccccc4)CC3)c3ccccc3n2)c1O | -0.7% | 14.9% | -6.3% | 3.7% | 0.5% | 4.7% | 32.1 | 7.1% | 1.1
O=C1NC2(CCCCC2)NN1c1ccccc1 | -0.7%[9.22 µM] | 0.9% | -6.0% | 21.1% | ? | 10.3% | 16.7 | 5.17µM* | -6.1
CCn1nnnc1SCC(=O)N1CCCc2ccccc21 | -3.4% | -7.0% | -1.2% | -0.7% | 11.9% | -2.1% | -26.6 | 9.2% | -3.3
CCC1(C)Cc2nc3[nH]c(=S)n(-c4ccccc4)c(=O)c3cc2CO1 (stereo not given) | ? | 4.8% | -0.4% | -13.6% | -9.4% | -1.8% | -11.3 | 11.0% | -6.6

Random excerpt: two records from the list, in no set order.
SMILES | SW480 rerep | HEK293 tox | KB-3-1 cytotox | KB-V1 MDR tox | HT1080NT lethal | MCF10A rerep | IL1B secr inh | HT1080 IDH1KD tx | D3 ag
Cc1ccc(C(=O)COC(=O)C2CC3CCCC(C2)C3=O)cc1[N+](=O)[O-] (stereo not given) | 8.7% | -6.0% | 15.0% | 17.2% | 11.7% | -4.2% | 14.8 | 9.9% | -6.1
COc1cc(/C=C(\C#N)c2nc3ccccc3s2)cc([N+](=O)[O-])c1O | 0.9% | ? | -5.0% | ? | -17.1% | 10.6% | 91.9 | -12.4% | -6.7

Continued.
SMILES | SW480 rerep | HEK293 tox | KB-3-1 cytotox | KB-V1 MDR tox | HT1080NT lethal | MCF10A rerep | IL1B secr inh | HT1080 IDH1KD tx | D3 ag
N#CCCn1cc(C(=O)N2CCOCC2)c(-c2ccc3c(c2)OCCO3)n1 | 2.9%[1.84 µM] | 2.8% | 11.6% | ? | -0.9% | -23.6% | 7.4 | 12.4% | -1.4
Cc1cc(C)c(NC(=O)CN2C(=O)NC3(CCCCC3)C2=O)c(Cl)c1 | -3.8% | 1.1% | -4.0% | -3.8% | 1.6%[9.24 µM] | 2.1% | ? | -16.8% | -19.6
CC(C)(C)N1C(=O)c2ccccc2NC(=O)C1C(=O)Nc1ccc2c(c1)OCCO2 (stereo not given) | . | 2.8% | 6.8% | 2.1% | 18.8% | . | -4.5 | 15.5% | 6.3
O=C(CN1CCOCC1)N/N=C/C=C/c1ccccc1 | ? | -4.2% | 16.5% | 12.4% | 4.6% | -3.4% | -6.1 | 10.7% | 1.7
Cc1ccc(C)c2[nH]c(=O)c(CCNC(=O)CCc3ccccc3)cc12 | -1.0% | 0.7% | 17.1% | 2.5% | 18.2% | -1.8% | -11.7 | 13.7% | 0.5
Cc1cc2oc(=O)cc(CSc3nnc(-c4cccs4)o3)c2cc1C(C)C | 9.8% | 21.3% | ? | -2.0% | -14.3% | ? | -9.9 | -14.4% | 2.9
Cc1ccc2[nH]c(C)c(CC(=O)O)c2c1 | -1.3% | 4.1% | -9.9% | -4.8% | 4.0% | -0.4% | 32.1 | -0.8% | -4.6
c1ccc(-c2csc(-n3cccn3)n2)cc1 | -1.7% | 13.0% | -1.0% | -4.7% | -1.1% | -1.3% | -4.2 | 9.4% | 5.1
COc1cccc(Nc2ncnc3ccccc23)c1 | -1.5% | 2.6% | -5.4% | 0.0% | -5.7% | ? | -2.6 | 29.7% | -8.6
CC(=O)Nc1ccc(OCC(O)CN2CCN(Cc3ccccc3)CC2)cc1 (stereo not given) | -8.2% | -0.3% | -7.3% | -3.3% | 4.8% | -0.6% | 23.9 | -3.7% | -17.2
Cc1ccccc1CNC(=O)c1cc(COc2ccc(F)cc2F)on1 | -100.3%[inhibitor] | -5.4% | 1.5% | -19.9% | -1.1% | ? | ? | 5.2% | 0.3
COc1ccc(-c2nnc(N(C)C(=O)C3CCCO3)s2)cc1 (stereo not given) | 0.9% | -15.6% | -0.9% | 12.8% | 4.2% | 15.4% | -20.1 | 1.4% | 4.5
O=C(COC(=O)c1ccc(O)cc1O)N=c1sccn1Cc1ccccc1Cl | -6.3% | -7.3% | ? | -23.0% | 0.4% | 17.8% | ? | -0.1% | 7.2
O=C(/C=C/c1ccccc1)CC(=O)c1ccccc1 | 3.0% | 18.7% | ? | -1.5% | 0.0% | 9.2% | -17.7 | -2.6% | -1.8
COCCNC(=O)c1cccc(OC2CCN(Cc3cccc(SC)c3)CC2)c1 | -3.5% | -21.0% | -11.8% | -13.1% | -8.6% | -2.0% | ? | 0.0% | -17.5
Nc1nc(NCc2ccccc2)nc(Nc2cccc(F)c2)c1[N+](=O)[O-] | -11.9% | 1.4% | -1.9% | ? | 0.6% | 13.8% | -6.1 | -2.0% | 3.9
Cc1cnc(NC(=O)C2(c3ccccc3)CC2)s1 | -0.8% | -18.9% | 19.5% | -21.9% | 10.9% | -0.5% | 34.0 | 8.7% | 6.9
O=S(=O)(NCc1csc(-c2cccs2)n1)c1ccc(Cl)cc1 | -15.2% | 1.8% | 2.3% | 4.6% | -0.5% | -3.0% | 12.3 | 1.9% | 0.4
COc1cc(-c2c(C(=O)c3ccccc3)[nH]c(N)c2C(N)=O)ccc1F | . | -7.7% | 17.2% | 1.1% | 14.3% | . | 0.0 | 8.1% | 3.2
CCOC(=O)C1(C)CCCN1C(=O)c1ccc(OC)c(F)c1 (stereo not given) | . | 0.3% | 0.0% | 0.6% | 22.3% | . | -17.9 | 13.2% | 3.5
COc1ccc(Cl)cc1C(=O)Nc1nnn(C)n1 | -4.9% | 14.0% | -8.6% | -7.8% | 2.3% | 16.0% | ? | -5.3% | -2.2
Cc1cc(C)n(-c2ccc(C(=O)Nc3ccc(S(=O)(=O)NCc4ccco4)cc3)cc2)n1 | 12.6% | -24.5% | ? | -5.0% | -21.6% | 16.7% | -53.8* | ? | 5.4
CCc1ccc(NC(=O)Cn2c(=O)n(CCCCC(=O)NCc3ccccc3Cl)c(=O)c3ccccc32)cc1 | . | 6.3% | 1.5% | 18.6% | . | . | . | . | -6.4
CC(=O)c1ccc(-n2nnnc2SCC(=O)NC2CCCCC2)cc1 | -20.9% | -4.4% | 3.4% | -7.6% | -15.9% | -27.4% | 35.8 | -17.4% | -3.1
COc1cc(OC)cc(C(=O)NNC(=S)Nc2ccccc2OC)c1 | -5.4% | -3.7% | 13.5% | -3.4% | 9.9% | -3.8% | 29.5 | 15.3% | 10.2
Cc1ccc(C)c(NC(=S)NC(NC(=O)/C=C/c2ccccc2)C(Cl)(Cl)Cl)c1 (stereo not given) | ? | -20.5% | ? | ? | ? | 2.91µM* | ? | ? | -0.2
COc1cc(C(c2nnnn2C2CCCC2)N2CCN(C)CC2)cc(OC)c1OC (stereo not given) | 1.3% | 47.9%[activator] | -3.8% | 18.4% | -0.8% | 28.3% | 6.6 | -3.0% | -4.0
CCCn1c(N2CCN(C(=O)Nc3ccccc3)CC2)nc2ccccc21 | -2.2% | -12.4% | 14.3% | ? | 0.8% | -0.8% | ? | 0.0% | -2.2
COc1ccc([N+](=O)[O-])cc1NC(=O)c1ccc(N(Cc2ccccc2C)S(C)(=O)=O)cc1 | 3.9% | -10.1% | -11.9% | 0.0% | -2.3% | 0.5% | 15.5 | -3.5% | -5.9
Cc1ccc([C@@H]2C[C@H]3[C@@H](CN2S(=O)(=O)c2ccc(Cl)cc2)C(=O)C[C@@H](c2ccccc2F)N3S(=O)(=O)c2ccc(C)cc2)cc1 | . | -10.0% | 2.8% | 10.2% | 1.2% | . | -4.5 | 6.9% | 2.4
NNC(=O)c1ccc(COc2ccccc2)cc1 | -4.7% | 2.8% | 4.0% | 19.3% | -17.2% | 9.9% | -11.1 | 0.0% | 2.1
COc1cc(C(O)c2nc(-c3ccccc3OC)cs2)ccc1F (stereo not given) | . | 3.2% | 0.0% | 3.6% | ? | . | -9.5 | 0.0% | 4.1
